DAGLB inh: blocks human DAGLB lipase activity; Q8NCG7; HEK293T DAGLB membrane lysate, EnzChek fluorogenic substrate; inhibition, % at 5.17 µM; hit rate 0.059% among 340,000; in the data active = inhibition above about 34%;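 also: 0% = enzyme with vehicle and 100% = wells lacking enzyme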
Target sequence (Q8NCG7 whole entry, looked up): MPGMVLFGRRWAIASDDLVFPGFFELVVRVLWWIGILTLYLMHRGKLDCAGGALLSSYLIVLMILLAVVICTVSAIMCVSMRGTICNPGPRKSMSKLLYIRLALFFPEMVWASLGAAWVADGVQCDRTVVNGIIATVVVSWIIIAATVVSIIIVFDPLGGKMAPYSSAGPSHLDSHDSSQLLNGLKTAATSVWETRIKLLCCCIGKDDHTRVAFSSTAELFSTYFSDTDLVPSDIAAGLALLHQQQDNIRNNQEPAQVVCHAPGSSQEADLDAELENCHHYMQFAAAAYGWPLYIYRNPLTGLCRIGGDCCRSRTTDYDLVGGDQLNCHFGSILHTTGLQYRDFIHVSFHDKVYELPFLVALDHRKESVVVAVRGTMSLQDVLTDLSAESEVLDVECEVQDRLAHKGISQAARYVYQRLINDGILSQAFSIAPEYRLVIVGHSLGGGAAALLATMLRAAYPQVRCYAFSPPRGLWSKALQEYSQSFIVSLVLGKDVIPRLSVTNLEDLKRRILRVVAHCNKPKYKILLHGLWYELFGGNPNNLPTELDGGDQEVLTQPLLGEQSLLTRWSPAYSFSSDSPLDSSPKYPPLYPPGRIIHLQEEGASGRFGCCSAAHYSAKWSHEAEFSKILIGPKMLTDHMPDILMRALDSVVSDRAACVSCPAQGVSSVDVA
Pemphigus Ab inh: blocks pemphigus antibody binding to human desmoglein-3; AID 588358; DSG3-coupled beads, scFv-anti-DSG3-GFP binding, flow cytometry; active compounds read low; hit rate 0.48% among 310,000; P32926; binding (percent of control), % at 10 µM;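 active = binding more than 3 SD below its plate's average and above zero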;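 also: hits lower antibody fragment binding to DSG3; some compounds called inactive have numbers as strong as hits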
Arrestin-AP2 inh: human beta-arrestin and AP2 interaction inhibition; hit rate 0.31% among 340,000; inhibition, % at 10 µM; FITC-arrestin peptide / GST-AP2 beads, flow cytometry; AP2 beta2 appendage carries R879A mutation;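 active = inhibition above a set limit, near 3 SD of compounds lacking own fluorescence, cut at about 54% in these data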;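 also: plate controls were DMSO wells for no effect and 5 µM unlabelled arrestin peptide for full effect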
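test system = AP2 appendage R879A on GSH beads | buffer or medium = PBS plus Tween 20 (0.05%) and BSA (0.1%) | incubation = 12 min plus 1 h, RT | detection = bead flow cytometry, FITC channel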
NSD2 inh: NSD2 (human) methyltransferase inhibition; hit rate 0.54% among 310,000; inhibition, % at 12.5 µM; NSD2 peptide methylation, AlphaScreen, 120 min; O96028; AID 743445; in the data active = inhibition above about 50%
Keap1 Nrf2 FP: Keap1-Nrf2 (human) interaction inhibition; Q14145; Keap1 Kelch-Nrf2 peptide fluorescence polarization, 1536-well; inhibition, % at 9.4 µM; hit rate 0.15% among 340,000; AID 504523; in the data active = inhibition above about 12%;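 also: human Keap1 Kelch domain with fluorescein labeled Nrf2 9mer peptide probe; 0% = neutral control wells and 100% = peptide positive control; higher means more block of Keap1 binding to Nrf2 peptide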
LANA DNA inh: blocks KSHV LANA C-terminal domain binding to DNA. MBP-C-LANA/FAM-LBS DNA binding, fluorescence polarization. inhibition, % at 9 µM. hit rate 0.078% among 340,000;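 active = highest replicate inhibition at or above 60% at 9 µM, even if other replicates fall short; inactive = all replicates below 60% inhibition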;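 also: 0% = neutral control wells and 100% = 4 µM acridine orange control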
V-ATPase pH: alters yeast V-ATPase proton transport; S. cerevisiae, pHLuorin cytosolic pH fluorescence; response, % at 10 µM; hit rate 0.37% among 350,000; AID 504577; in the data active = response mostly above about 7.3%, no sharp cut-off; inactive = mostly below about 5.4%; also: actives read high; inactives centre near 0; some compounds called inactive have numbers as strong as hits
CAL PDZ FP-1: inhibitors of human CAL PDZ peptide binding. Q9HD26. purified CAL PDZ, TMR-peptide fluorescence polarization, 1 h. inhibition, % at 24.9 µM. hit rate 0.92% among 300,000. AID 602252;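 active = mean inhibition of at least 30% with at least half of replicates also reaching 30%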;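 also: 0% = DMSO neutral control and 100% = excess unlabeled competitor peptide PRC23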
Cardiac RTF inh: cardiac RTF calcium desensitization; P19429+P45379; inhibition, % at 7.15 µM; IANBD-labeled cardiac RTF, Ca2+ fluorescence; hit rate 0.12% among 340,000;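 active = inhibition above the mean inhibition of all tested compounds plus 3 SD, cut at about 17% in these data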;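 also: assay run at fixed EC70 calcium of 1.6 mM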
CAL PDZ FP-2: inhibitors of human CAL PDZ peptide binding | Q9HD26 | purified CAL PDZ, TMR-peptide fluorescence polarization, 1 h | inhibition, % at 20 µM | hit rate 0.02% among 330,000 | AID 504414;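 active = highest replicate inhibition of at least 40%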;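 also: plate controls were DMSO neutral control wells for no effect and unlabeled competitor peptide control wells for full effect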
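Material: tagged CAL PDZ protein CerCALP, purified; buffer or medium: sodium phosphate/NaCl buffer pH 7.4 with TCEP, IgG, Thesit; also added: fluorescent TMR peptide probe; schedule: 1 h incubation at room temperature before polarization reading; technique: fluorescence polarization from S- and P-plane intensities, G-factor corrected; control set: unlabelled peptide and DMSO controls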
An asterisk follows results filed as active; . = no result given. Only part of the results is shown. The share of hits here may be higher or lower than overall.

Sequence of screens – DAGLB inh	Pemphigus Ab inh	Arrestin-AP2 inh	NSD2 inh	Keap1 Nrf2 FP	LANA DNA inh	V-ATPase pH	CAL PDZ FP-1	Cardiac RTF inh	CAL PDZ FP-2
1: CC(=O)c1oc2ccccc2c1NC(=O)CCCN1C(=O)c2ccccc2C1=O
 : -1	99	8	.	-7	-0.6	-2	-1	-10	0.5
2: COC(=O)Cn1c(=NC(=O)CSCC(=O)Nc2cc(C)on2)sc2ccccc21
 : -4	82	-9	.	-1	1.4	-1	.	5	-0.4
3: COc1ccc(NC2CCCN(C(=O)c3cccc(N(C)C)c3)C2)cc1 (configuration not stated)
 : 1	104	13	13	1	-0.4	4	-3	5	-1.9
4: COc1ccc(CCNC(=O)C2CCCN(S(=O)(=O)N3CC(C)CC(C)C3)C2)cc1OC (configuration not stated)
 : 0	101	-9	3	-1	2.1	2	-1	0	-1.8
5: CCc1ccc(S(=O)(=O)NCc2cccnc2)cc1
 : 0	109	29	-4	-1	-0.7	5	-1	-5	-0.3
6: CCOC(=O)c1cnc2ccc(Br)cc2c1NCCO
 : -5	89	-13	1	1	-2.3	1	-1	-4	-2.9
7: Cc1ccc(-n2ncc3c(=O)n(CC(=O)N4CCN(c5ccccc5)CC4)cnc32)cc1
 : 0	97	9	-3	-8	-0.7	2	-5	-11	0.6
8: Cc1ccc(C(=O)Nn2cnnc2)cc1Cl
 : 1	94	8	1	-4	-0.5	1	.	4	-0.5
9: COc1ccccc1OCC(=O)NCc1nc(-c2ccccc2)no1
 : 0	118	22	0	-2	-0.6	-1	4	-3	-0.2
10: CCC(=O)NC(Nc1nc2ccc(C)cc2s1)(C(=O)OC)C(F)(F)F (configuration not stated)
 : -3	98	-3	.	-4	-0.3	2	-8	7	-3.3
11: Cc1ccc([N+](=O)[O-])cc1N=C(c1cccc([N+](=O)[O-])c1)N1CCOCC1
 : 1	.	5	6	1	1.8	7	-1	2	-2.8
12: COc1ccc(CNC(=S)Nc2cccc(C)c2)cc1
 : 1	.	8	-1	2	-0.5	-1	-2	-4	-1.0
13: O=C(Nc1cccc(Cl)c1)c1nc[nH]c1C(=O)N1CCc2ccccc2C1
 : -6	100	-1	.	3	2.9	-2	-2	-6	-0.6
14: Cc1ccc(S(=O)(=O)N2CCOCC2)cc1C(=O)NCc1ccccc1CN1CCCC1
 : -3	95	2	1	-2	-0.9	-1	11	-2	0.1
15: CCN(CC#CCC1(O)c2ccccc2-c2ccccc21)C(C)C
 : 2	94	6	.	0	-1.8	4	-12	-2	.
16: CSCCC(NS(=O)(=O)c1ccccc1)C(=O)OCc1nc2ccsc2c(=O)[nH]1 (configuration not stated)
 : 4	103	-6	1	-2	-1.0	-1	1	-2	-1.8
17: CCCCN(C(=O)c1oc2ccc(OCC)cc2c1C)c1c(N)n(CC(C)C)c(=O)[nH]c1=O
 : 2	111	-7	-1	0	1.1	0	-2	1	0.6
18: CC(=O)NS(=O)(=O)c1ccc(NC(=O)C(C)NS(=O)(=O)/C=C/c2ccccc2)cc1 (configuration not stated)
 : 2	99	-16	-1	4	8.0	3	.	-14	1.1
19: COc1ccc(C2CC(=O)C3=C(C2)NC(C)=C(C(=O)Nc2ccccc2C)C3c2coc3ccc(C)cc3c2=O)cc1OC (configuration not stated)
 : 4	101	4	.	-4	-2.3	4	.	-8	-3.3
20: C=CCOc1c(CNc2ccc3[nH]c(=O)[nH]c3c2)cccc1OC
 : 2	106	20	8	-3	-1.7	6	-3	-6	0.6
21: CN(C)S(=O)(=O)c1cccc(NC(=O)CNC2CCCCC2)c1
 : -2	100	12	-3	-2	0.3	0	2	-6	-3.2
22: CCc1ccccc1NC(=O)/C(=C/c1ccccc1)c1ccccc1
 : -21	104	1	-6	-3	0.9	1	-2	-1	-1.6
23: Cc1cc(C(=O)O)cc(S(=O)(=O)Nc2ccccc2C(=O)NC2CC2)c1C
 : 0	105	2	-1	3	0.5	-4	-3	-23	-3.5
24: CC(C)(C)OC(=O)N1CCCN(C(=O)Nc2cccc(Cl)c2)CC1
 : .	110	8	-2	.	.	-2	.	.	.
25: COc1cc(OC)cc(-c2cc3ccc(OC)cc3cn2)c1
 : -5	104	2	.	-4	-0.7	1	-2	10	-0.4
26: CCOc1ccc(NC(=O)NCC2CCN(Cc3ccc(F)cc3)CC2)cc1
 : -2	113	3	0	1	-1.0	-6	0	-1	0.3
27: COCC(=O)N1CCC(Oc2ccc(C(=O)NCCCC3CCCC3)cc2)CC1
 : 2	107	3	-2	0	0.5	0	-4	-5	-1.1
28: COCc1ccc(C(=O)NC2CCCc3c2cnn3-c2cc(C)cc(C)c2)s1 (configuration not stated)
 : 1	100	1	6	2	-2.0	2	-5	3	-4.8
29: Cc1noc(C)c1COc1ccccc1C(=O)N(C)CC(=O)Nc1ccc(F)c(F)c1F
 : -1	.	-8	2	2	-1.5	-7	-4	4	0.4
30: COc1ccc(-c2nc(NC(=O)C3CC(=O)N(Cc4ccco4)C3)sc2C)cc1 (configuration not stated)
 : 2	.	0	1	-2	0.8	-4	-5	-11	-1.0

| # | SMILES | DAGLB inh | Pemphigus Ab inh | Arrestin-AP2 inh | NSD2 inh | Keap1 Nrf2 FP | LANA DNA inh | V-ATPase pH | CAL PDZ FP-1 | Cardiac RTF inh | CAL PDZ FP-2 |
| --- | --- | --- | --- | --- | --- | --- | --- | --- | --- | --- | --- |
| 31 | COc1ccc(S(=O)(=O)N2CCN(C(=O)C3COc4ccccc4O3)CC2)cc1 (configuration not stated) | 0 | 102 | 8 | . | -3 | 0.0 | 1 | -8 | -9 | 0.6 |
| 32 | CCC(=O)Nc1nc(C)c(Oc2ccccc2)c(=O)[nH]1 | -2 | . | -3 | 2 | -2 | -1.4 | 1 | 6 | 1 | -0.7 |
| 33 | CNS(=O)(=O)c1cccc(C(=O)OCC(=O)NC2CCCC2)c1 | -2 | 87 | -20 | -3 | -1 | -1.5 | -2 | -2 | -9 | 0.6 |
| 34 | Cc1ccc(C(=O)N2CCCC(C(F)(F)F)C2)cc1S(=O)(=O)N1CCOCC1 (configuration not stated) | 2 | 88 | -5 | . | -5 | -0.3 | -7 | -3 | -3 | 0.2 |
| 35 | O=C(NCCc1ccccc1)C(=O)c1cn(CC(=O)N2CCCC2)c2ccccc12 | -4 | . | 9 | 1 | 2 | -0.7 | -4 | -2 | -3 | -1.3 |
| 36 | Cc1c(Cl)cccc1NC(=S)NC1CCN(Cc2ccccc2)CC1 | 4 | . | 4 | 0 | 3 | 1.1 | 0 | -3 | 10 | -1.4 |
| 37 | Cc1cc(Br)cc(C)c1OCC(=O)NNC(=O)c1cccs1 | 1 | 103 | 43 | -4 | -5 | -1.1 | -3 | 2 | -5 | -3.9 |
| 38 | Cc1ccc(Cn2nnnc2CN2CCC(NC(=O)C(C)(C)C)CC2)cc1 | -1 | 97 | 18 | -1 | -2 | -0.8 | 4 | -2 | -7 | 1.2 |
| 39 | CC(C)(C)N=C1NN=C(c2cc3ccccc3o2)CS1 | -4 | 94 | -4 | -1 | -5 | 0.9 | 1 | -1 | -4 | -1.2 |
| 40 | CCc1ccc(NC(=S)N(Cc2cccc(Br)c2)CC2CCC(C(=O)O)CC2)cc1 (configuration not stated) | -3 | 99 | 4 | 5 | -5 | 0.1 | -2 | . | -2 | -1.5 |
| 41 | CC(=O)c1cccc(NC(=O)c2oc(C)nc2C)c1 | 1 | 98 | -5 | 0 | 0 | -2.9 | 0 | 0 | -4 | 0.3 |
| 42 | CN(C)C(=O)c1cn(-c2ccc(Cl)cc2)c(=O)c2ccccc12 | 1 | 99 | 1 | -1 | -4 | -0.2 | -8 | 4 | 4 | . |

| # | SMILES | DAGLB inh | Pemphigus Ab inh | Arrestin-AP2 inh | NSD2 inh | Keap1 Nrf2 FP | LANA DNA inh | V-ATPase pH | CAL PDZ FP-1 | Cardiac RTF inh | CAL PDZ FP-2 |
| --- | --- | --- | --- | --- | --- | --- | --- | --- | --- | --- | --- |
| 43 | COc1ccc(CC(=S)NCCc2ccccc2)cc1 | -10 | 103 | -3 | -2 | -4 | 0.6 | 4 | 0 | -4 | -1.3 |
| 44 | CSc1ccc(CN2CCN(C(=O)c3ccc([N+](=O)[O-])cc3)CC2)cc1 | -1 | 101 | 12 | 9 | -5 | 0.5 | 3 | 0 | -3 | -0.7 |
| 45 | O=C(O)C1CCCCC1C(=O)NCCCCc1ccccc1 (configuration not stated) | -1 | 104 | 28 | -2 | 3 | -0.2 | 1 | -2 | 1 | -1.0 |
| 46 | O=C(c1cc(COc2cccc(C(F)(F)F)c2)on1)N1CCC(Oc2cccnc2)CC1 | -1 | 102 | 0 | 2 | -1 | -0.3 | -4 | -3 | -8 | -3.3 |
| 47 | Cc1ccc(S(=O)(=O)N(C(=O)c2ccco2)c2cc3sc(=O)oc3c3ccccc23)cc1 | -1 | 93 | . | 16 | 1 | 2.7 | 0 | -2 | -11 | -2.0 |
| 48 | COc1ccc(CN2CCN(Cc3cn(C)nc3-c3ccccc3)CC2CCO)c(C)c1C (configuration not stated) | -4 | 100 | -1 | 0 | -7 | -0.2 | -4 | 6 | -4 | -0.6 |

Screening data: PubChem, several laboratories
